TRHR ag = qHTS for Small Molecule Agonists and Allosteric Enhancers of Human TRH Receptor: Primary Screen for Agonists. TRHR cells, calcium flux fluo-8, FDSS agonist mode. activation, % at 2 µM. 360,000 compounds, 0.18% hits; note: 0% is about no effect
Target sequence (P34981 whole entry, looked up): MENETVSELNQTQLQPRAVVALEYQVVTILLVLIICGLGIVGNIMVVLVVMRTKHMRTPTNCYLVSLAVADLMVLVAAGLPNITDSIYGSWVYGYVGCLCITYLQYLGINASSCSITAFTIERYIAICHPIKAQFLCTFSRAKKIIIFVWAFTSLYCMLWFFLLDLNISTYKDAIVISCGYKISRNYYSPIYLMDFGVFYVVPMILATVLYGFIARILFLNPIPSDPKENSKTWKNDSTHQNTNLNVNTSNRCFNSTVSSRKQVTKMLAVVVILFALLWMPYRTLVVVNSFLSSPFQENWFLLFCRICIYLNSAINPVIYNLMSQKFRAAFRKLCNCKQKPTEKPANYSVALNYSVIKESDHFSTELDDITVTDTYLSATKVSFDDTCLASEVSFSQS
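Agonist-mode FDSS calcium read (Ex 480/Em 530, 1 s cycles) in 1536-well TRHR cells with fluo-8 dye, after 10-cycle baseline and 23 nL compound addition; TRH at EC20 (10 nM final) added afterwards for the enhancer phase.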
D2 ag = HTS Assay for Allosteric Agonists of the Human D2 Dopamine Receptor: Primary Screen for Agonists; 340,000 compounds, 0.53% hits; HEK293 T-REx D2 cells, calcium flux agonist mode; activation, % at 2 µM; AID 485358, 2010;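 active = activation over 3 SD above normal in the single-dose calcium agonist read, cut at about 30% in these data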; note: 0% is about no effect
Target sequence (P14416 whole entry, looked up): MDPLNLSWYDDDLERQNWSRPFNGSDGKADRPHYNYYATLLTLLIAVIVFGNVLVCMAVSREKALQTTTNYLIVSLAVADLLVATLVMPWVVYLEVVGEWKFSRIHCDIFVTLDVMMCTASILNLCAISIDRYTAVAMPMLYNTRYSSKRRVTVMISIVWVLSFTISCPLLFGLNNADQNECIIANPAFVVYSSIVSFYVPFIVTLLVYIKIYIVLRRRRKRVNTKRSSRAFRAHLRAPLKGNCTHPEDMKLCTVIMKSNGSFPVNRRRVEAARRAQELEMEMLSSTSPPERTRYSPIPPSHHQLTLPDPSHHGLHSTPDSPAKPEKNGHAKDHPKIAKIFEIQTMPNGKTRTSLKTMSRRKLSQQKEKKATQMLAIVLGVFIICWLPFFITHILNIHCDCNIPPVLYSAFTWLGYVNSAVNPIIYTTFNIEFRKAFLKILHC
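Tetracycline-induced HEK293 Trex cells with D2 receptor force-coupled to calcium signaling, plated overnight at 30 C and loaded with no-wash calcium dye. Calcium flux read kinetically for 180 s after compound addition; responses flag agonists.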
RXFP1 antag = qHTS Assay for Antagonists of the Relaxin Receptor RXFP1 | AID 1259400, 2018 | Relaxin receptor 1 (Homo sapiens), Q9HBX9 | 350,000 compounds, 0.59% hits | activity change, negative = inhibition, % at 57.5 µM | HEK293-RXFP1, relaxin-stimulated cAMP HTRF, 30 min; active compounds read low;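 active = activity change of -60% or lower, but not beyond a set lower limit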; note: % is set by controls: 0 for no effect and ±100 for the full control effect
D2 potentiator = HTS Assay for Positive Allosteric Modulators of the Human D2 Dopamine Receptor: Primary Screen for Potentiators. 340,000 compounds, 0.34% hits. HEK293 T-REx D2, calcium flux, EC20 dopamine potentiation. D(2) dopamine receptor (Homo sapiens), P14416. potentiation, % at 10 µM;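 active = potentiation over 3 SD above the plate norm, cut at about 30% in these data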; note: 0% is about no effect
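Potentiation of an EC20 dopamine calcium response measured kinetically over 180 s, after a preceding 180 s compound-only read flagging agonists. Cells: inducible Hek293 Trex D2 line, 4000/well, cultured overnight at 30 C before dye loading.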
D2 antagonist = HTS Assay for Allosteric Antagonists of the Human D2 Dopamine Receptor: Primary Screen for Antagonists | D(2) dopamine receptor (Homo sapiens), P14416 | HEK293 TREx D2 cells, calcium flux, dopamine EC80 | inhibition, % at 10 µM | 340,000 compounds, 2% hits | AID 485344, 2010; in the data active = inhibition above about 30%; note: 0% is about no effect
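Measurement of antagonist activity uses fluorescent calcium dye in inducible HEK293 T-REx D2 cells: 10 s baseline, compound addition with 180 s read, EC80 dopamine addition with a further 180 s read.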
TRHR PAM = qHTS for Small Molecule Agonists and Allosteric Enhancers of Human TRH Receptor: Primary Screen for Enhancers | Thyrotropin-releasing hormone receptor (Homo sapiens), P34981 | TRHR cells, fluo-8 calcium fluorescence, EC20 TRH enhancement | enhancement, % at 2 µM | 360,000 compounds, 0.66% hits; in the data active = enhancement above about 30%; note: 0% is about no effect
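Enhancer read-out: after compound pinning and an initial kinetic agonist-mode read, an EC20 of TRH (10 nM final) was injected and fluo-8 calcium signal (Ex 480/Em 530) followed at 1 s/cycle for 100 cycles in TRHR-expressing cells.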
D1 PAM = Potentiators of Human D1 Dopamine Receptor: qHTS; 360,000 compounds, 0.036% hits; D(1A) dopamine receptor (Homo sapiens), P21728; HEK293 TREx D1 cells, calcium flux, dopamine EC20 potentiation; potentiation, % at 10 µM; AID 504651, 2011; in the data active = potentiation above about 30%; note: 0% is about no effect
D1 agonist = Allosteric Agonists of the Human D1 Dopamine Receptor: qHTS; HEK293 T-REx D1 cells, calcium flux, agonist mode; 360,000 compounds, 1% hits; D(1A) dopamine receptor (Homo sapiens), P21728; activation, % at 2 µM; note: 0% is about no effect
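Agonism was scored from calcium flux recorded over 180 s (1 read/s) after pintool compound addition, following a 10-cycle baseline. Cells were inducible force-coupled HEK293 TREx D1, plated overnight at 30 C and loaded with no-wash calcium dye.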
D1 antag = Antagonist of Human D 1 Dopamine Receptor: qHTS | 360,000 compounds, 3.2% hits | activity change, negative = inhibition, % at 10 µM | HEK293 TREx D1 cells, calcium flux, dopamine EC80; active compounds read low; in the data active = activity change below about -30%; note: % is set by controls: 0 for no effect and ±100 for the full control effect
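Tetracycline-induced HEK293 Trex D1 cells, force-coupled to calcium, dye-loaded; compounds added and read 180 s, then EC80 dopamine added and calcium flux tracked kinetically another 180 s.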
* marks the source's active call; other numbers are inactive results; · = no result given. Cut-off read from the data, not from the text of the source, unless noted: active = activation above about 30%; inactive = the rest. No enrichment for hits. About 7.3% of those tested had a hit in this group.

SMILES,TRHR ag,D2 ag,RXFP1 antag,D2 potentiator,D2 antagonist,TRHR PAM,D1 PAM,D1 agonist,D1 antag
Cc1nn2c(COc3ccc(NC(=O)c4ccccc4Cl)cc3)nnc2c2ccccc12,0.8,0.7,2,-2,-4,5,-6,2,2
COc1cc(OC)c2c(-c3ccccc3)cc(=O)oc2c1C(CC(=O)N1CCOCC1)c1ccc2c(c1)OCO2 (configuration not stated),-0.3,0.2,·,-8,22,7,-5,5,-60*
O=C(Nc1ccc(SC(F)F)cc1)c1cccc2nc3ccccc3nc12,-0.5,-0.5,0,2,-13,-1,2,6,-20
c1ccc(C(c2ccccc2)c2nc(-c3cccnc3)no2)cc1,0.0,0.3,9,15,3,1,-7,20,16
Cc1ccc(NC(=O)CN2C(=O)CCS(=O)(=O)c3ccccc32)cc1Cl,0.2,-0.2,-1,-3,7,0,1,10,14
COC(=O)c1ccccc1NC(=O)N1CCN(c2ccccc2F)CC1,0.3,5.5,-3,-7,-14,-3,-4,12,·
COc1ccc(S(=O)(=O)N2CCN=C2SCc2cccc(F)c2)cc1,-0.1,-0.7,6,1,-2,-11,-10,12,-5
COc1ccc(CCNC(=O)CCn2c(=O)[nH]c3cc(OC)c(OC)cc3c2=O)cc1OC,0.2,0.2,0,-4,13,0,7,1,-13
CC(C)CCNC(=O)COc1ccc(N(C)S(=O)(=O)c2ccc(F)cc2)cc1,-1.2,-1.6,0,12,2,-8,-3,0,-3
COc1ccc(CNc2ncnc3cc(OC)c(OC)cc23)cc1,-0.2,0.5,4,9,15,-4,-13,2,-7
Cc1c(C(=O)NC(=S)Nc2cccnc2)cccc1[N+](=O)[O-],5.2,3.2,-8,3,-1,-5,-11,2,4
COCCCNC(=S)NNC(=S)Nc1ccccc1,0.6,1.2,-20,4,-2,-1,-2,1,-7
COC(=O)CCC(=O)Nc1cccc2ccccc12,0.2,-0.2,1,-3,5,-3,0,1,16
Cc1ccc2c(c1)C(c1ccccc1)N(C(=O)c1ccc3c(c1)OCO3)CC(=O)N2 (configuration not stated),0.0,0.4,-19,5,6,11,-2,0,4
CCC(Sc1ncnc2c1c(-c1ccccc1)cn2-c1ccc(OC)cc1)C(=O)OC (configuration not stated),1.0,1.0,0,-2,4,6,-5,5,4
CCCN(CCC)CCNC(=O)c1sc2nc3n(c(=O)c2c1C)CCCCC3,-0.3,0.0,-10,1,·,-9,-3,-1,-17
COc1ccccc1N1CCN(c2cc(C)nc3nc(-c4ccc(Cl)cc4)nn23)CC1,-1.1,·,·,7,·,5,-1,30,2
Cc1cccc(OCCCC(=O)NNC(=O)c2ccc(F)cc2)c1,-0.4,0.1,1,-5,-1,0,-1,1,-7
CC(C)Cn1c(N)c(C(=O)CSc2n[nH]c(N)n2)c(=O)n(C)c1=O,-0.3,0.6,-3,0,-4,0,8,1,-5
Cc1ccc(C)c(NC(=O)C2CC(=O)N(C3CCCCC3)C2)c1 (configuration not stated),1.2,-1.1,10,0,10,-2,·,4,0
Cc1cc(C)c(S(=O)(=O)Nc2ccc(Cl)cn2)c(C)c1,-0.3,0.6,-14,11,-4,6,-2,4,-15
Cc1ccc(/C=C2\SC(=S)N(NS(=O)(=O)c3ccc(C)cc3)C2=O)cc1,-0.6,0.5,-1,-7,-6,-4,-7,-3,2
CCN1CCN(CCCNC(=O)c2ccc3nc(Cc4ccccc4)oc3c2)CC1,0.3,-1.2,-11,-7,·,-3,-2,7,-18
CCN(c1ccccc1)S(=O)(=O)c1ccc2[nH]cc(C(=O)NCCOC)c(=O)c2c1,0.1,-0.6,-26,-6,4,-2,3,-2,12
COc1cccc(Cn2c(NCc3ccco3)nc3c2c(=O)n(C)c(=O)n3C)c1,-1.1,·,0,·,·,-1,9,-3,19
CCOC(=O)c1ccc(NC(=O)c2c(NCc3ccc(OC)c(OC)c3OC)sc3c2CCC(C)C3)cc1 (configuration not stated),0.3,-1.0,-28,1,·,-8,1,0,12
C=CCN(CC(=O)NC1CCCC1)C(=O)C(=O)Nc1ccc2c(c1)OCCO2,0.5,-0.6,8,-4,11,-7,-4,1,3
CNC[C@@H](Cc1ccccc1)NC[C@@H](CC1CCCCC1)NCCCc1ccccc1,1.1,0.8,·,-7,-1,-2,2,26,19
O=C(COC(=O)c1ccc2ncsc2c1)Nc1ccccc1Br,0.1,0.5,4,11,-24,-4,-7,0,7
COc1cc(NS(=O)(=O)c2ccc(NC(=S)NC(=O)c3cccs3)cc2)nc(OC)n1,0.1,-0.3,·,-6,-6,-7,3,1,-6
COc1ccc(NC(=O)CN2C(=O)C(C)(C)c3ccccc32)cc1Cl,0.2,-0.5,-12,10,·,0,-1,4,-50*
COc1cc2cc3c(N)c(C(=O)Nc4sc(C)c(C)c4C#N)sc3nc2cc1OC,3.3,1.2,-2,2,13,-5,-4,4,-1
Fc1cc(F)c2ncc3c(-c4ccccc4)nn(-c4cccc(Cl)c4)c3c2c1,-0.9,-0.1,·,18,·,0,3,1,2
Cn1c(N)c(C(=O)COC(=O)C2(c3ccc(Cl)cc3)CCCC2)c(=O)n(C)c1=O,1.4,-0.2,-8,20,-28,1,0,4,0
COc1ccc(C2CC(=O)N(C)c3ccccc3S2)cc1 (configuration not stated),-0.1,0.0,2,2,-4,-6,-6,-3,12
C=CCn1c(COc2ccccc2F)nnc1SCC(=O)c1c[nH]c2ccccc12,-0.1,·,·,18,·,13,-5,5,-35*
Cc1cccc(NC(=O)CNc2cc(C)ccc2C)c1,0.0,-0.5,-10,-1,2,6,-2,5,-8
CC(=O)c1cccc(NC(=O)C2CC(=O)N(Cc3ccccc3)C2)c1 (configuration not stated),-0.3,1.3,-1,0,0,6,-2,1,-7
Cc1ccc(NS(=O)(=O)c2cc(C(=O)NCCSc3ccc(C)cc3)ccc2C)cc1,-0.6,0.1,26,15,-9,1,1,6,12
CCN(Cc1ccccc1)C(=O)c1ccccc1C,-0.4,-0.2,-5,-8,-29,0,1,2,-3
CCN(CC(=O)Nc1ccc(NC(C)=O)cc1)C(=O)COc1ccc2ccccc2c1,0.4,0.3,-7,1,4,0,6,1,2
CCOC(=O)c1nn2c(C(F)(F)F)cc(-c3ccc(C)cc3)nc2c1Cl,-0.3,0.1,-1,·,·,1,1,-1,-5
CC(C)(C)n1nc2c(c1NC(=O)Cc1ccc(F)cc1)CS(=O)(=O)C2,-0.5,-0.8,8,12,-18,5,-6,2,1
O=C(C[n+]1cc(-c2ccccc2)n2c1CCC2)Nc1nc(-c2ccc(F)cc2)cs1,-0.4,76*,6,-23,76*,-4,-4,1,-14
CCSc1sccc1C1C(C#N)=C(N)N(c2cccnc2)C2=C1C(=O)CC(C)(C)C2 (configuration not stated),-0.5,-0.1,11,2,10,6,2,0,-6
CN(C)CCNC(=O)C12CC3(C)CC(C)(CC(C)(C3)C1)C2,3.0,27,-1,-15,2,-2,-2,9,20
Cc1ccc(/C=C(\NC(=O)c2ccccc2)C(=O)N2CCCCC2)cc1,1.0,·,8,·,·,5,8,0,19
N#C/C(=C\c1ccc(O)c(O)c1)C(=O)Nc1ccccc1,7.6,0.3,·,11,-8,2,-4,14,6
CC(=O)Nc1ccc(NC(=O)CN2CCN(c3ccccn3)CC2)cc1,-0.7,82*,-1,-19,84*,2,-1,0,-4
COc1ccccc1CNC(=O)C(=O)NCCC1CCCCN1S(=O)(=O)c1ccccc1 (configuration not stated),0.2,·,-1,·,·,7,8,1,-19
O=C(COC(=O)/C=C/c1ccccc1)NCCC1=CCCCC1,-0.5,-0.9,-3,-2,2,4,-6,0,0
O=C(NCCCN1CCCC1=O)c1ccc(NS(=O)(=O)c2ccccc2)cc1,0.3,0.6,22,9,-4,-6,-2,1,-9
O=C1NC(c2ccc(Br)cc2)Nc2ccccc21 (configuration not stated),-0.1,0.1,-10,-1,-10,0,-4,-2,-32*
O=C(O)C(=O)Nc1nc(-c2ccc3c(c2)OCCO3)cs1,-0.9,-0.2,13,-1,-14,-3,2,2,-13
COC(=O)C1C(O)=C(C=NC2CCCCC2)C(=O)CC1(C)C (configuration not stated),0.8,0.7,3,-9,-13,4,0,0,5
COc1ccc(CNC(=O)c2nn(C)c3c2CSc2ccccc2-3)cc1,0.0,14,7,-6,·,1,-1,5,-2
Cc1ccsc1/C=N/NC(=O)c1ccc(Cn2cc(Br)cn2)o1,-0.5,0.0,-4,-4,-1,1,-1,4,-1
COc1cc(NC(=O)C2COc3ccccc3O2)c(OC)cc1Cl (configuration not stated),-0.3,0.5,-16,-15,9,-10,-7,5,-3
COC(=O)CSc1nc2sc3c(c2c(=O)n1-c1ccccc1)C(C)CCC3 (configuration not stated),0.3,3.0,-8,6,·,7,1,11,20
COC(=O)C(Cc1ccccc1)NS(=O)(=O)c1ccccc1Br (configuration not stated),-1.2,1.5,·,-5,-27,-1,-6,1,24
COc1ccc(CNC(=O)c2cnn(-c3ccc(C)cc3)c2C2CCN(C(=O)OC(C)(C)C)CC2)cc1,-0.2,1.1,1,6,·,-2,0,1,0

Another view of part of the listing above.
Second line of a record: TRHR ag, D2 ag, RXFP1 antag, D2 potentiator, D2 antagonist, TRHR PAM, D1 PAM, D1 agonist, D1 antag
> COC(=O)C1C(O)=C(C=NC2CCCCC2)C(=O)CC1(C)C (configuration not stated)
  0.8, 0.7, 3, -9, -13, 4, 0, 0, 5
> COc1ccc(CNC(=O)c2nn(C)c3c2CSc2ccccc2-3)cc1
  0.0, 14, 7, -6, ·, 1, -1, 5, -2
> Cc1ccsc1/C=N/NC(=O)c1ccc(Cn2cc(Br)cn2)o1
  -0.5, 0.0, -4, -4, -1, 1, -1, 4, -1
> COc1cc(NC(=O)C2COc3ccccc3O2)c(OC)cc1Cl (configuration not stated)
  -0.3, 0.5, -16, -15, 9, -10, -7, 5, -3
> COC(=O)CSc1nc2sc3c(c2c(=O)n1-c1ccccc1)C(C)CCC3 (configuration not stated)
  0.3, 3.0, -8, 6, ·, 7, 1, 11, 20

Screens from PubChem BioAssay.
